Source: PubChem (National Center for Advancing Translational Sciences (NCATS))
KDM5B inh = blocks human KDM5B histone demethylase activity; KDM5B demethylase, FDH-coupled NADH fluorescence (FDH is formaldehyde dehydrogenase); Potency, µM (titrated, usually from 57.7 µM), for inactives: at the highest dose activity change, negative = inhibition, most hits filed as inhibitors; 220,000 tested, 2.6% active; AID 1347165; active = well fitted inhibition curve with a large enough effect; inconclusive = small, poorly fitted or top-dose-only effect; inactive = no such curve, though single readings can be large or run the other way; note: 0% is about no effect; nearly all actives have a fitted effect of over 70% in size
Target sequence (Q9UGL1 whole entry, looked up): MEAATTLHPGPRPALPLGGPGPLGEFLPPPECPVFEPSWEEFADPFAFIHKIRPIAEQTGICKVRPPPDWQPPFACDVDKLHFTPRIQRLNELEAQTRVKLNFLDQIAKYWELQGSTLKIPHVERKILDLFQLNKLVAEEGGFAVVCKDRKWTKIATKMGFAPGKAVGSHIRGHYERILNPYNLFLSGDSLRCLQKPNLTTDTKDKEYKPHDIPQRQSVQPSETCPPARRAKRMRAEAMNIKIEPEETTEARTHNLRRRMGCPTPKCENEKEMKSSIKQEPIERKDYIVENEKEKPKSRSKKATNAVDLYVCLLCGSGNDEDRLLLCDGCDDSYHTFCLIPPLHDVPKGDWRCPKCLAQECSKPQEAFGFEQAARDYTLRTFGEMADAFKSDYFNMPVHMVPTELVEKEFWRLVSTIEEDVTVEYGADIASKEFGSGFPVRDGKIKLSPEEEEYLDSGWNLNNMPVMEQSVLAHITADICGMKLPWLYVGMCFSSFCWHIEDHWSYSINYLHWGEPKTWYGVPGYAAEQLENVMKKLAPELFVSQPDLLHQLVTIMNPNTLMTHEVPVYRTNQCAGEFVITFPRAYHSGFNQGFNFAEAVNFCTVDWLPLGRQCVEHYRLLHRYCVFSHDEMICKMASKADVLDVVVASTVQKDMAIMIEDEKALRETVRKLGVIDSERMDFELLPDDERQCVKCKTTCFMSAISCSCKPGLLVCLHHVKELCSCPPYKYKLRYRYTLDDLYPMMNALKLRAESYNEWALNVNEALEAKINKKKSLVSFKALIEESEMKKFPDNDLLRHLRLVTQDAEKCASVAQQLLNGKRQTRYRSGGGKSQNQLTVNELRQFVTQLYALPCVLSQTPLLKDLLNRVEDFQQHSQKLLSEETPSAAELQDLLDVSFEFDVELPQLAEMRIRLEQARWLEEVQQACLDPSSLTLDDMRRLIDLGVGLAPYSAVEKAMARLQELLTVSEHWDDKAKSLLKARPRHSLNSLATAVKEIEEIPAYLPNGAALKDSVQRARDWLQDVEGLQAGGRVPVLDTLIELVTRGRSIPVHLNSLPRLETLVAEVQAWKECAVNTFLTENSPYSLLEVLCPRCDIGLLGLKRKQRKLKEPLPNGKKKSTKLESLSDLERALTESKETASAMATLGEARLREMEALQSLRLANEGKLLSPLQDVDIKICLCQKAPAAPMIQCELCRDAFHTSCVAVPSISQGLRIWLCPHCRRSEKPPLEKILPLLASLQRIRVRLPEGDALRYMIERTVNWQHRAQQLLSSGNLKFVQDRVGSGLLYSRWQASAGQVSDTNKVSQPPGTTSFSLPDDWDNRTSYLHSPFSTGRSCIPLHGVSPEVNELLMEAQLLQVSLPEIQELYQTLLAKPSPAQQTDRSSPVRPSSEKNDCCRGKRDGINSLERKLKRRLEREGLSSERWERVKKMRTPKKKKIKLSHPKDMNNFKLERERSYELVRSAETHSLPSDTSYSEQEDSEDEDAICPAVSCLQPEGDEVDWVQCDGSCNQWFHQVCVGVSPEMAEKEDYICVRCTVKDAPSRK
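Coupled FDH/NAD⁺ fluorescence readout. KDM5BΔAP 200 nM final; compound titration, 10 min RT preincubation; substrate mix 12.5 µM H3K4me3, 25 µM 2-OG, 50 µM Fe(II), 100 µM ascorbate, 0.25 mM NAD⁺, 0.25 U/mL FDH; ΔRFU over 30 min.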
* hit, by the source's call; i = inactive; ? = inconclusive; & = joins results of further samples; [ ] = dose if it differs, or a comment. Potency is the fitted concentration of half-maximal effect.

KDM5B inh,SMILES
16%,Cn1c(=O)c([N+](=O)[O-])c(NCC2CCCO2)c2ccccc21 (stereo unspecified)
0%,O=C(CNC(=O)c1cccnc1)N/N=C/c1cccnc1
-17%,Cc1ccc(C(=O)N2CCN(c3cc(-c4ccccc4)[nH]n3)CC2)cc1F
37%[activator],NNC(=O)c1csc(-c2ccccc2)n1
12%,COc1ccc2c(c1)CN1C(=O)N(C3CCCC3)S(=O)(=O)CC21 (stereo unspecified)
-20%,Cc1cc(Br)ccc1NC(=O)C1CCN(S(=O)(=O)c2cccc3nsnc23)CC1
?,COc1cc(Nc2nc(SCc3ccccc3Cl)nc3ccccc23)cc(OC)c1
1%,O=C(CC(=O)c1ccccc1O)c1ccc(Cl)cc1
3%,Cc1cc(C(=O)N2C[C@@H](CO)[C@H](c3nc(C4CC4)no3)C2)ccn1
-7%,CCN(CC)Cc1ccc2c(c1)CN(C(=O)Nc1cccc(F)c1)CCO2
-1%,CC(OC(=O)/C=C/c1cccs1)C(=O)NC1CCCCC1C (stereo unspecified)
?,CCOc1ccc(CCNC(=O)CCCn2nc(C)c3sc4ccccc4c3c2=O)cc1
-18%,O=C(NCCc1c[nH]c2ccc(Cl)cc12)c1ccccc1F
?,Cc1ccc(C)c(Cn2c(=O)n(Cc3ccco3)c(=O)c3oc4ccccc4c32)c1
15%,COc1ccc(C(=O)N2CCN(C(=O)Cc3ccccc3)CC2)cc1OC
-23%,O=c1oc2ccccc2c(NCC2CCCCC2)c1NS(=O)(=O)c1ccc(Cl)cc1
14%,CCCC12CN3CC(CCC)(CN(C1)C(=O)c1ccccc1C3=O)C2=O
?,CC1CCN(C(=O)CC(c2ccc(Cl)cc2)c2cn(C)c3ccccc23)CC1 (stereo unspecified)
11%,CCOc1ccccc1NC(=O)N1CCCC1C(=O)NCc1cccs1 (stereo unspecified)
-20%,COc1cc(SC)ccc1C(=O)Nc1ccc(Br)cn1
?,Cc1ccc(CN2CCNC(=O)C2CC(=O)N(CC(C)C)CC(C)C)cc1 (stereo unspecified)
-21%&-15%,CCOC(=O)c1[nH]c2c(c1Cc1ccccc1)C(=O)CC(c1ccccc1)C2 (stereo unspecified)
18%,Cc1cccc(C(=O)N2CCOC(CCCc3ccccc3)C2)n1 (stereo unspecified)
-13%,NC(=O)C1CCN(C(=O)COc2ccc(S(=O)(=O)NC3CCCC3)cc2)CC1
23%,CCOc1ccc(C(=O)N2CCN(c3nc4sc5c(c4c(=O)n3C)CCCC5)CC2)cc1
20µM*,N#Cc1ccccc1CN1CCCCCCNC(=O)[C@@H]2C[C@@H](C(=O)N3CCc4ccccc4C3)C[C@@H]21
25%,Cc1ccc(C(=O)N2CCn3c(nn(-c4ccncc4)c3=O)C2)cc1
3%,O=C(CSc1n[nH]c(-c2ccncc2)n1)Nc1cccc(C(F)(F)F)c1
-6%,NNc1ccc(F)cc1F
-20%,CN(C)C(=O)CN1CCN(C(C(=O)O)c2c[nH]c3ccc(OCC#N)cc23)CC1 (stereo unspecified)

Records above shown as hits in KDM5B inh:
KDM5B inh,SMILES
20µM*,N#Cc1ccccc1CN1CCCCCCNC(=O)[C@@H]2C[C@@H](C(=O)N3CCc4ccccc4C3)C[C@@H]21

More records follow.
KDM5B inh,SMILES
22%,CCCNC(=O)CCCNC(=O)c1ccc(Cl)cc1
-18%,COc1cccc(CN2CCC(Oc3ccc(C(=O)NC4CCCC4)cc3Cl)CC2)c1
14%,CS(=O)(=O)c1ccc(NC(=O)CN(Cc2cccs2)CC2CCCO2)cc1 (stereo unspecified)
-1%,O=C(NCC(c1cccnc1)N1CCN(c2ccccc2F)CC1)C(=O)Nc1ccc(F)cc1F (stereo unspecified)
?,C=CCOc1cccc(C2C(C(=O)c3ccco3)=C(O)C(=O)N2Cc2ccco2)c1 (stereo unspecified)
-6%,Cc1ccccc1N(C(=O)CNC(=O)c1ccco1)C(C(=O)NC1CCCC1)c1ccncc1 (stereo unspecified)
9%,CC1CCC2(CC1)OCC(C(=O)N1CCOCC1)N2C(=O)c1ccccc1F (stereo unspecified)
4%,CCOC(=O)c1c(C)oc2ccc(N(C(=O)Oc3ccccc3)S(=O)(=O)c3ccccc3)cc12
?,CCOc1ccc(-c2nc(C#N)c(NCC(C)C)o2)cc1
7%,O=C(COC(=O)c1ccc(O)cc1)c1ccc(NC(=O)c2ccco2)cc1
-20%,Cc1ccc(NC(=O)NCc2cccn2Cc2ccccc2)c(C)c1
-35%,O=C(COc1ccc(F)cc1)N1CCC2(CC1)NC(=O)N(c1ccccc1Cl)N2
-27%,CCOC(=O)C1=C(C)NC(=O)NC1c1cn(-c2ccccc2)nc1-c1ccc(OC(C)C)cc1 (stereo unspecified)
10%,COc1ccc(CCNC(=O)C2CC(=O)N(c3n[nH]c4cccc(F)c34)C2)cc1OC (stereo unspecified)
10%[115 µM],CC(C)CCN(C)C1CCCc2ccccc21 (stereo unspecified)
-18%,CCn1ccc2sc(C)c(C(=O)NCc3ccc(F)cc3Cl)c2c1=O
?,CCOC(=O)c1cccc(NC(=O)C(Cc2ccccc2)NS(=O)(=O)c2cccc3nsnc23)c1 (stereo unspecified)
14%,CCc1ccc(C(=O)N2CCC(c3n[nH]c(=O)n3Cc3ccc(OC)cc3)CC2)cc1
18%,CCc1nc2c(cnn2-c2ccc(Cl)cc2)c(=O)n1-c1ccc(C)cc1
?,COc1ncc(-c2n[nH]c3c2CC(=O)N(CCOc2ccccc2)C3)cn1
?,CC(C)CNC(=O)c1cc(C2CC2)nc2onc(C3CCCN3)c12 (stereo unspecified)
0%,Cc1ccccc1C(=O)NCc1ccco1
i,COCc1nnc(NC(=O)c2ccc3ccn(C)c3c2)s1
-2%,CCOC(=O)C1CCN(C(=O)c2ccccc2NS(=O)(=O)c2ccc(C)cc2)CC1
1%,CCCC1CCC(c2ccc(-c3ccc(CC)cn3)cc2F)CC1 (stereo unspecified)
5%,S=C(N/N=C/c1ccccc1Br)Nc1ccccc1
9%,Cc1ccc(CSc2nc3ccccc3c3nc(CCn4c(C)nc5ccccc54)nn23)cc1
-16%,Cc1cnc2c(S(=O)(=O)N3CCNCC3)cccc2c1
5%[86.2 µM],O=C(c1nc2c(o1)CCN(Cc1ccc3c(c1)CCO3)CC2)N1CCOCC1
38%,Cc1ccccc1NC(=O)NNC(=O)CCc1ccccc1
8%,Cc1oc2ccc(O)cc2c1C(=O)c1ccc(Br)cc1
11%,COc1ccccc1NC(=O)Nc1nnc(CC(=O)Nc2ccccc2)s1
-20%,COc1cc(CNC(C)Cn2nc(C)cc2C)ccc1OCCN1CCCC1 (stereo unspecified)
34%[activator],CCN(Cc1noc(C)n1)C(=O)COc1ccc(Cl)cc1Cl
-5%,COc1ccc(C(C)NC(=O)c2c(C)sc3ccn(C)c(=O)c23)cc1 (stereo unspecified)
4%,Cc1[nH]c2c(F)cccc2c1CC(=O)NC1CC(c2cc(=O)[nH]c(N)n2)C1 (stereo unspecified)
-24%,CC(C)(C)c1ccc(S(=O)(=O)NCc2ccc3c(c2)CCN3C(=O)c2ccccc2)cc1
?,COc1ccc(CNC(=O)C[C@@H]2CCNC[C@@H]2Cc2cc(-c3ccc(C(C)(C)C)cc3)on2)cc1
14%,CCCn1nnc(NC(=O)COc2ccc(C(C)CC)cc2)n1 (stereo unspecified)
?,COc1ccc(-c2cc(C(F)(F)F)n3nc(C(=O)NCC45CC6CC(CC(C6)C4)C5)cc3n2)cc1OC
18%[11.5 µM],CCOC(=O)C1=C(C(F)(F)F)Nc2ncnn2C1c1cccc(OC)c1OC (stereo unspecified)
20%,Cn1ccnc1CN1CC2(CCN(C(=O)C3CC3)CC2)CC1C(=O)O (stereo unspecified)
-1%,CCOC(=O)c1nc2ccccc2nc1NCc1ccccc1OC
-2%,COc1ccc(CC(=O)N2CCc3cc(OC)c(OC)cc3C2COc2ccc(F)cc2)cc1OC (stereo unspecified)
20%,CSc1ccc(C(C)NC(=O)C2CC=CCC2)cc1 (stereo unspecified)
-29%[86.2 µM],O=C1NC2(CCCN(C(=O)c3ccc(F)cc3)C2)COc2ccccc21 (stereo unspecified)
2%,CCC(C)NC(=O)COC(=O)c1ccc2nc(C)c(C)nc2c1 (stereo unspecified)
35%[activator],Cc1cccc(NC(=O)CCS(=O)(=O)c2ccc(Br)cc2)c1
?,CCN(CC)CCCNC(=O)c1cc2cc(Cl)ccc2[nH]1
14%,C=C(C)CSc1nc2c(c(=O)n(C)c(=O)n2C)n1Cc1ccccc1Cl
8%,CN(CC(=O)Nc1ccc(F)c(F)c1)S(=O)(=O)Cc1ccccc1C#N
-19%,Fc1ccc(CCNC(=S)NC2CC2)cc1
21%,C=CCN=C1S/C(=C\N(C)C)C(=O)N1S(=O)(=O)c1ccc(C)cc1
-4%,CN(C)c1ccc(CN2CCn3c(nn(-c4ccc(F)cc4F)c3=O)C2)cc1
?,O=C1NC(C(=O)NC2CC2)Cn2cccc21 (stereo unspecified)
-7%,O=C1CC(c2nc(-c3ccccc3)no2)CN1c1ccccc1 (stereo unspecified)
11%,CCOc1ccc(NC(=O)CNc2cccc(S(=O)(=O)N3CCCCCC3)c2)cc1OCC
?,COc1ccc(NC(=O)Cc2cccc3ccccc23)c2cccnc12
-52%,COc1ccc2oc(-c3ccc(C)c(NC(=O)c4cccnc4)c3)nc2c1
15%,CCCS(=O)(=O)N1C[C@@H](COC)[C@H](C(N)=O)C1

Gathered by group: the entries above containing a COOH group.
KDM5B inh,SMILES
-20%,CN(C)C(=O)CN1CCN(C(C(=O)O)c2c[nH]c3ccc(OCC#N)cc23)CC1 (stereo unspecified)
20%,Cn1ccnc1CN1CC2(CCN(C(=O)C3CC3)CC2)CC1C(=O)O (stereo unspecified)

Carrying on:
KDM5B inh,SMILES
?,O=C(Cn1c(-c2cccs2)cc2ccccc21)NCCCN1CCN(c2cccc(Cl)c2)CC1
-13%,CN1CCN(c2ccc(-c3nc(-c4ccccc4)no3)cc2[N+](=O)[O-])CC1
5%,COc1ccc(N(C)C(=O)Cc2c(C(=O)O)n(C)c3ccccc23)c(OC)c1
-29%[86.2 µM],Cn1cc(-c2cnc(NC(=O)c3c[nH]c4ccccc34)c3c2CCO3)cn1
18%,CNC(=O)[C@@H]1CN(C(=O)c2ccc(OC)nc2OC)C[C@H]1c1n[nH]c(C)n1
?,CCn1cc(C(=O)NCC(=O)NC(C)(C)CO)c(=O)c2cc3c(cc21)OCO3
?,COc1cccc(C(=O)/C(C#N)=C\c2ccc(OC(F)F)c(OC)c2)c1
17%,O=c1ccc2cc(S(=O)(=O)Oc3ccc4c(=O)c(-c5ccccc5)coc4c3)ccc2o1
-6%,CCn1c(CSc2n[nH]c(-c3ccccc3)n2)nc2cc(S(=O)(=O)N3CCOCC3)ccc21
-10%,O=C(Nc1cccc(C(F)(F)F)c1)c1cc(-c2ccc(Cl)cc2)on1
-25%,COc1cc(CNC(=O)c2sc3ncccc3c2-n2cccc2)cc(OC)c1OC
-12%,CCOc1cc2cc(C(=O)c3ccccc3O)cnc2cc1OC
-2%,Cc1ccc(NC(=O)Cn2nc(-c3ccccc3)nc(Cc3ccccc3)c2=O)cc1
7%,CCOc1ccc(C(=O)CCC(=O)OCC(=O)c2ccccc2Br)cc1
?,CCOC(=O)c1cccc(NC(=O)N2CC=C(c3c[nH]c4ccccc34)CC2)c1
-12%,Cc1ccc(Cc2c(C)[nH]c3nc4ccccc4n3c2=O)cc1
?,CCOc1cccc2sc(NC(=O)c3ccc(S(=O)(=O)N4CCCc5ccccc54)cc3)nc12
3%,O=C(Nc1cccc(-c2nnnn2C2CC2)c1)C1CC=CCC1 (stereo unspecified)
3%,S=C(NC1CCCCC1)N[C@H]1CO[C@H]2[C@@H]1OC[C@@H]2n1nnnc1Oc1cccc(N2CCOCC2)c1
-14%,Cc1ccc(S(=O)(=O)N2CCC(c3ccncc3)CC2)c(C)c1
1%,CC(C)C(=O)NC(Nc1ccccc1Cl)C(Cl)(Cl)Cl (stereo unspecified)
1%[86.2 µM],O=c1cc(N2CCOCC2)oc2c(N3CCN(c4ccccn4)CC3)nccc12
27%,Cc1ccc(C)c(NC(=O)CC2(C(=O)O)CCCCC2)c1
19%,CNC(=O)[C@@H]1CN(C(=O)c2ccc(OC)cc2C)C[C@H]1COC
?,CC(C)n1cc2cc(C(=O)NCc3ccc(N4CCOCC4)cc3)sc2c1

Of the compounds above, these contain an aryl thioether with sulfur outside any ring.
KDM5B inh,SMILES
?,COc1cc(Nc2nc(SCc3ccccc3Cl)nc3ccccc23)cc(OC)c1
-20%,COc1cc(SC)ccc1C(=O)Nc1ccc(Br)cn1
3%,O=C(CSc1n[nH]c(-c2ccncc2)n1)Nc1cccc(C(F)(F)F)c1
9%,Cc1ccc(CSc2nc3ccccc3c3nc(CCn4c(C)nc5ccccc54)nn23)cc1
20%,CSc1ccc(C(C)NC(=O)C2CC=CCC2)cc1 (stereo unspecified)
14%,C=C(C)CSc1nc2c(c(=O)n(C)c(=O)n2C)n1Cc1ccccc1Cl
-6%,CCn1c(CSc2n[nH]c(-c3ccccc3)n2)nc2cc(S(=O)(=O)N3CCOCC3)ccc21

These rows are one share of the data (hit frequency here may not be typical).
